CSM14.1 death rescue – rescue of cells from ER stress-induced death, primary screen, 384-well, CSM14.1, thapsigargin, ATP luminescence (AID 1222) | CSM14.1 thapsigargin-induced death rescue, ATP luminescence; higher % means a stronger effect | cellular ATP content (survival), % at 20 µM; hits with a dose series show EC50 in µM | 190,000 tested, under 10 active;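 active = EC50 below 50 µM in the dose-response confirmation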;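 note: death triggered by thapsigargin at about 15 µM added after 2 h compound pretreatment; cell ATP read after overnight thapsigargin exposure of roughly 18 to 22 hours; normalized against plate controls of thapsigargin alone and 5% DMSO vehicle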
WT yeast gro inh – growth inhibition of WT strain, primary screen, mitochondrial fusion inhibitor project, WT and mutant strains, chemical genetic | AID 1362, 2008 | 2.1% of 190,000 active | inhibition, % at 10 µM | mitochondrial fusion phenotypic screen; in the data active = inhibition above about 58%; tested in S. cerevisiae
Large T inhibition – SV40 large T antigen inhibitors, biochemical (AID 1903); 0.39% of 310,000 active; inhibition, % at 20 µM; hits with a dose series show IC50 in µM; SV40 large T antigen ATPase/helicase inhibition assay; higher % means a stronger effect; in the data active = a potency from the dose series; inconclusive = inhibition mostly from about 32% at the one dose, without a potency; inactive = the rest, 99 in 100 with inhibition below about 32%; note: strong numbers were not always called active
UTI89 phage lysis – inhibition of K1F phage lysis, E. coli UTI89, bacterial capsule biogenesis inhibitors, alamar blue (AID 488966); one-dose inhibition, % at 100 µM; IC50 in µM for titrated hits; E. coli UTI89 K1F phage lysis, alamar blue, 2 h; higher % means a stronger effect; 0.02% of 340,000 active;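 active = phage lysis inhibition, versus mean bacterial control, above a set limit; inconclusive = no clear call, values can overlap the other calls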;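 note: capsule biogenesis inhibitors block K1F phage lysis so surviving cells raise fluorescence; higher fluorescence means more inhibition of phage lysis; actives were called in the ten point dose series up to 300 µM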
XIAP antagonists – XIAP antagonists, biochemical, IAP family, fluorescence polarization (AID 1018). E3 ubiquitin-protein ligase XIAP (Homo sapiens). XIAP BIR domain, fluorescence polarization peptide displacement; higher % means a stronger effect. displacement, % at 20 µM, or IC50 in µM where a hit was titrated. 0.007% of 200,000 active; in the data active = displacement above about 50%; note: a part of the inactive calls stands beside numbers as strong as those of hits
Yfh1-off respiration – enhancers of respiration in Yfh1-depleted yeast, dose response, Friedreich's ataxia, plus single-dose screen (AID 1465) | S. cerevisiae Yfh1-off respiration, WST-1 reduction, 72 h; higher fold induction means a stronger effect | fold induction at 50 µM, or EC50 in µM where a hit was titrated | 0.074% of 220,000 active;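 active = fold induction of absorbance versus untreated yeast above a set limit, then at least 30% activation at any dose in follow-up; inconclusive = repeats straddling the limit, or above it without dose testing; inactive = fold induction below the set limit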;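 note: activators that raise dye reduction in frataxin-depleted yeast; strong numbers were not always called active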
NS5 inhibitors – Dengue-2 NS5 methyltransferase inhibitors, primary screen, biochemical, confirmation dose response (AID 588689) | Genome polyprotein (Dengue virus type 2 (strain 16681-PDK53)) | Dengue-2 NS5 methyltransferase capping enzyme assay, biochemical; higher % means a stronger effect | inhibition, % at 25 µM; hits with a dose series show IC50 in µM | 0.3% of 340,000 active; in the data active = a potency from the dose series; inconclusive = inhibition above about 29% without an active follow-up result
West Nile virus CPE – West Nile virus antiviral activity, cell-based, CPE readout (AID 1621) | 0.02% of 290,000 active | West Nile virus-infected cells, CPE inhibition; higher % means a stronger effect | CPE inhibition, % at 10 µM; hits with a dose series show IC50 in µM; in the data active = a potency from the dose series; inconclusive = CPE inhibition mostly from about 3.7% at the one dose, without a potency; inactive = the rest, 99 in 100 with CPE inhibition below about 2.2%; note: strong numbers were not always called active
RSV CPE inhibition – RSV antiviral activity via CPE protection, HEp-2 cells, primary 10 µM value included (AID 2391). 0.13% of 310,000 active. CPE inhibition, % at 10 µM, or IC50 in µM where a hit was titrated. HEp-2 cells, RSV-induced CPE inhibition; higher % means a stronger effect; in the data active = a potency from the dose series; inconclusive = CPE inhibition mostly from about 23% at the one dose, without a potency; inactive = the rest, 99 in 100 with CPE inhibition below about 21%; note: strong numbers were not always called active
WT yeast gro inh mutant strain – also measured in WT yeast gro inh; calls as there; inhibition, %; mitochondrial fusion phenotypic screen, mutant strain inhibition
* hit, by the source's call; i = inactive; ? = inconclusive; nt = not tested or not shown; [ ] = remark or other dose.

mol	CSM14.1 death rescue	WT yeast gro inh	WT yeast gro inh mutant strain	Large T inhibition	UTI89 phage lysis	XIAP antagonists	Yfh1-off respiration	NS5 inhibitors	West Nile virus CPE	RSV CPE inhibition
O=C(c1sc2ccccc2c1Cl)N(Cc1ccco1)C1CCS(=O)(=O)C1 (stereo unspecified)	4.6%	0	17	18%	-0.7%	-1.4%	i	3%	0.1%	4.8%
O=C(Nc1ncc(Cc2cccc(Cl)c2)s1)C1CCCO1 (stereo unspecified)	-1.5%	23	24	8%	-2.8%	-3.0%	i	-11%	-1.3%	0.7%
O=C(COC(=O)CCCNC(=O)c1ccc(Cl)cc1)Nc1cc(Cl)ccc1Cl	-6.9%	-15	-19	9%	0.2%	1.6%	i	-10%	-0.5%	0.8%
Fc1ccccc1NC(=S)NNc1ncc(C(F)(F)F)cc1Cl	-0.7%	4	-8	-6%	0.4%	-2.7%	nt	-3%	nt	19%
CCn1c(CNc2ccc(Cl)cc2)nnc1SCc1ccc(Cl)cc1	1.7%	22	30	3%	-0.1%	-13%	i	-7%	-1.1%	?
CCOC(=O)c1ccc(CNC(=O)Cn2nnc(-c3ccc(C)cc3)n2)o1	-0.8%	4	6	14%	1.7%	-5.3%	nt	-4%	nt	0.8%
COc1cc(OC)cc(C(=O)NCCOC23CC4CC(CC(C4)C2)C3)c1	0.8%	17	8	22%	0.0%	-4.6%	i	-8%	-1.4%	0.6%
O=C(NC1CCCCC1)C1CC(=O)N(c2cccc([N+](=O)[O-])c2)C1 (stereo unspecified)	2.8%	-14	-40	22%	0.4%	-4.5%	i	-2%	-0.7%	0.9%
COc1ccccc1S(=O)(=O)Cc1ccc(C(=O)NCc2cccs2)o1	-0.5%	9	12	7%	0.9%	-4.9%	i	-5%	-1.0%	3.1%
O=C(COc1ccccc1)NNC(=O)c1cccs1	-1.3%	-4	-11	9%	-0.1%	-3.5%	i	nt	0.4%	0.6%
CC(=O)N1CC(C)Oc2ccc(S(=O)(=O)NC(CC(=O)O)c3ccccc3C)cc21 (stereo unspecified)	nt	nt	nt	-1%	0.2%	nt	nt	-1%	0.0%	-0.1%
COc1nc(N(C)C)nc(N(OC)S(=O)(=O)c2ccccc2Cl)n1	nt	-20	3	-3%	-0.2%	-5.8%	i	-9%	-0.5%	0.1%
O=C(CC1(O)C(=O)Nc2cc(Cl)cc(Cl)c21)c1ccncc1 (stereo unspecified)	1.8%	-16	1	14%	-5.8%	-5.2%	i	-5%	2.3%	8.7%
C=CCNS(=O)(=O)c1ccc2c(c1)n(C)c(=O)n2C	-0.1%	-4	12	-3%	-1.1%	-4.0%	i	-11%	-0.6%	0.4%
CN1CCN(CCCNC(=O)c2ccc(Cn3c(=S)[nH]c4ccc(Br)cc4c3=O)cc2)CC1	0.1%	-17	4	10%	0.1%	0.7%	i	-1%	0.4%	-2.9%
O=C(NCCc1ccccc1)C1CCC(=O)N(Cc2ccc(Cl)cc2)C1 (stereo unspecified)	nt	nt	nt	5%	0.0%	nt	nt	4%	-0.1%	0.7%
Cc1cc(N2CCOCC2)n2ncc(-c3ccccc3Cl)c2n1	nt	nt	nt	5%	-0.1%[50 µM]	nt	nt	-1%	1.2%	13%
Cc1onc(-c2ccccc2)c1C(=O)Nc1sc2c(c1C#N)CCC(C)C2 (stereo unspecified)	-1.4%	42	27	7%	9.4%	-0.6%	i	-2%	1.0%	2.6%
O=C(O)c1ccc(OCCCCCCOC2CCCCO2)cc1 (stereo unspecified)	nt	nt	nt	14%	0.2%	nt	nt	-2%	0.2%	0.3%
CCCCCCCOc1ccc(C2CC(=O)N(C)C2=O)cc1 (stereo unspecified)	nt	nt	nt	5%	-0.9%	nt	nt	-6%	-0.8%	3.2%
C=CCOc1ccc(CNn2nnnc2N)cc1	-0.5%	2	-10	5%	4.0%	-20%	nt	-7%	nt	1.9%
O=C(Nc1nc2c(Cl)cccc2s1)c1ccc(Br)o1	-0.9%	19	14	13%	-0.6%	-6.2%	i	-4%	1.1%	4.8%
CCCCCCCCC(=O)NCCOc1ccc(OC)cc1	-6.0%	-6	-15	10%	1.9%[50 µM]	-4.9%	i	6%	0.3%	1.4%
CCO[C@@H]1OC(C(N)=O)=C[C@H](c2ccc3c(c2)OCO3)[C@H]1CCCO	1.0%	5	7	-2%	-0.1%	0.7%	i	6%	-0.5%	-0.8%
COc1ccc(OC)c(C(=O)CSc2nnc(-c3cccs3)n2C)c1	-2.4%	8	-5	4%	0.4%	-3.9%	i	4%	0.2%	0.9%

The results go on.
mol	CSM14.1 death rescue	WT yeast gro inh	WT yeast gro inh mutant strain	Large T inhibition	UTI89 phage lysis	XIAP antagonists	Yfh1-off respiration	NS5 inhibitors	West Nile virus CPE	RSV CPE inhibition
O=C(Cc1ccc(NS(=O)(=O)c2cccc(C(F)(F)F)c2)cc1)NCCN1CCOCC1	nt	nt	nt	12%	0.6%[50 µM]	nt	nt	-4%	nt	-1.0%
CCOc1ccc(/C=N/Nc2cc(=O)n(C)c(=O)n2C)cc1	-0.3%	11	11	21%	2.2%[50 µM]	1.1%	i	-1%	0.4%	0.5%
CC[C@@H](C)[C@H](CN[C@H](CNC)[C@@H](C)O)NCCc1ccc(OC)cc1	nt	nt	nt	15%	0.5%	nt	nt	-2%	0.2%	-2.1%
CC1CCN(C(=O)Cn2cc3c(n2)CCCC3)CC1	nt	4	0	2%	-4.7%	-2.1%	i	-10%	-0.6%	1.9%
CC1=C(C#N)C(Nc2cccc(C)n2)(C(F)(F)F)C(=O)N1 (stereo unspecified)	-0.8%	-17	15	1%	5.3%	-3.1%	i	-1%	-0.6%	0.9%
O=C(Nc1ccccc1)Nc1ccc(Cl)c([N+](=O)[O-])c1	4.3%	82*	64*	15%	2.4%[50 µM]	-4.0%	i	1%	?	11%
CC1CCCCC1NC(=O)/C(C#N)=C/c1ccc(F)c(F)c1 (stereo unspecified)	8.8%	20	-5	-1%	2.2%[50 µM]	-1.0%	i	-3%	-0.1%	1.5%
CNS(=O)(=O)c1ccc(N=Cc2c(C)[nH]n(-c3ccc(C)cc3C)c2=O)cc1	0.2%	-14	-5	5%	nt	-3.8%	i	nt	1.4%	1.2%
O=C(NCCCN1CCN(c2ccccc2F)CC1)Nc1ccccc1[N+](=O)[O-]	-1.6%	6	-6	15%	0.3%	-2.6%	i	-9%	-1.0%	-3.0%
O=C(CSc1nccc2ccccc12)N1CCN(Cc2ccc3c(c2)OCO3)CC1	nt	nt	nt	17%	0.2%	nt	nt	1%	nt	7.8%
O=C(CCNC(=O)N1CC(=O)Nc2ccccc21)Nc1cccc(Cl)c1	nt	nt	nt	11%	-0.1%	nt	nt	-12%	-0.5%	1.4%
CC(=O)O[C@H]1CSC[C@H]1NC(=O)c1ccccc1	nt	17	7	8%	-0.3%	3.0%	i	-1%	-0.1%	1.2%
CC(CC(=O)N1CCN(c2ccc(C(F)(F)F)cn2)CC1)n1ccnc1 (stereo unspecified)	nt	4	2	4%	-0.8%	-1.0%	i	-5%	-1.7%	0.9%
Cc1ccc(OCC(=O)N(C)CC(=O)Nc2ccc(F)c(F)c2F)cc1	nt	nt	nt	-4%	0.3%[50 µM]	nt	nt	1%	nt	0.1%
CCN(CC)C(=O)Cn1cnc2sc(C(=O)N3CCN(Cc4ccc5c(c4)OCO5)CC3)c(C)c2c1=O	-1.9%	6	7	23%	-0.7%	-8.6%	i	2%	-0.7%	-0.1%
C/C(=N/NS(=O)(=O)c1ccc(F)cc1)c1ccncc1	nt	nt	nt	5%	0.1%	nt	nt	3%	0.0%	-0.1%
Cc1cc(=O)n(CCC(=O)O)c2ccccc12	-0.3%	-10	-4	2%	2.3%	-4.8%	i	5%	0.2%	2.6%
Cc1ccc(Cl)cc1N1CCN(C(=O)CCC(=O)O)CC1	-0.7%	3	0	6%	2.2%	-0.1%	i	0%	0.3%	3.3%
CC(=O)c1c(C)[nH]c(C(=O)Nc2cccc(S(=O)(=O)N(C)c3ccccc3)c2)c1C	1.3%	-6	4	22%	-2.6%	-3.0%	i	4%	-0.8%	7.4%
CC1(c2cccc3ccccc23)NC(=O)N(CC(=O)NC2CCS(=O)(=O)C2)C1=O (stereo unspecified)	-2.0%	11	13	-1%	-0.6%	-1.3%	i	3%	0.1%	2.2%
Nc1c(Cl)ncnc1N1CCCC1	1.5%	-8	-6	25%	0.2%	14%	i	4%	1.5%	0.7%
Cc1ccc(S(=O)(=O)NCCNC(=O)c2ccc(C)nc2)cc1	nt	nt	nt	8%	0.1%	nt	nt	-4%	0.1%	0.6%
Cc1ccc(C(=O)N2CCC(C(N)=O)CC2)cc1C	nt	-3	0	6%	-0.3%	-5.4%	i	-3%	0.6%	0.1%
O=c1c(Cc2ccccc2)c(O)ccn1CCc1cnc[nH]1	0.0%	-2	-6	2%	0.4%	-1.2%	i	-1%	0.6%	0.6%
CCCCC(=O)Nc1sc(C(=O)N(CC)CC)c(C)c1C(=O)OC	-0.4%	28	-1	2%	0.1%	-1.0%	i	-1%	1.1%	1.2%
Cc1ccsc1/C=N/NC(=O)c1nnn(-c2nonc2N)c1C	nt	nt	nt	4%	-0.1%	nt	nt	-9%	1.5%	5.2%
Cc1cc(C)cc(NC(=O)CSc2nc(=O)n(CCN3CCOCC3)c3c2CCCC3)c1	nt	nt	nt	13%	0.8%[50 µM]	nt	nt	1%	nt	-0.1%

Arranged by length of the SMILES (lowest first): part of the list above.
mol	CSM14.1 death rescue	WT yeast gro inh	WT yeast gro inh mutant strain	Large T inhibition	UTI89 phage lysis	XIAP antagonists	Yfh1-off respiration	NS5 inhibitors	West Nile virus CPE	RSV CPE inhibition
Cc1cc(=O)n(CCC(=O)O)c2ccccc12	-0.3%	-10	-4	2%	2.3%	-4.8%	i	5%	0.2%	2.6%
O=C(Nc1ccccc1)Nc1ccc(Cl)c([N+](=O)[O-])c1	4.3%	82*	64*	15%	2.4%[50 µM]	-4.0%	i	1%	?	11%
CC(=O)c1c(C)[nH]c(C(=O)Nc2cccc(S(=O)(=O)N(C)c3ccccc3)c2)c1C	1.3%	-6	4	22%	-2.6%	-3.0%	i	4%	-0.8%	7.4%
